# Screening data deposited in PubChem by Fisher Drug Discovery Resource Center.
# hcGAS inh = human cGAS inhibition | recombinant h-cGAS, ATP depletion, Kinase-Glo luminescence | inhibition, % at 12.5 µM | 290,000 tested, 0.081% active | Q8N884;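 also: 0% = vehicle reaction and 100% = reaction without DNA for no activity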
# Target sequence (Q8N884 whole entry, looked up): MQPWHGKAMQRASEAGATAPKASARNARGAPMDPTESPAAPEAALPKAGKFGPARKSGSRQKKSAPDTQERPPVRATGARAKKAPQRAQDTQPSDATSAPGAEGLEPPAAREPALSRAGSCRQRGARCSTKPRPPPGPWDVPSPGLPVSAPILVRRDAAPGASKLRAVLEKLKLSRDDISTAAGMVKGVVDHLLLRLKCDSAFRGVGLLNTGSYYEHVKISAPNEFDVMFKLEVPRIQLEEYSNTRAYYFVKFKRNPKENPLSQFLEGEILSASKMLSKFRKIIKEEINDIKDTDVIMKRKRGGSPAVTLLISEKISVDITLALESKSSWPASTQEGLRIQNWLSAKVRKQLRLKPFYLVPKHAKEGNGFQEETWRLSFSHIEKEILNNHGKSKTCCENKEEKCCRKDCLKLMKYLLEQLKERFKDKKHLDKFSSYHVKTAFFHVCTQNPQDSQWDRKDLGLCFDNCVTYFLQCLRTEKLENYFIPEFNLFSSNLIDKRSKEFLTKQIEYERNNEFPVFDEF
# mcGAS lum = inhibitors of mouse cGAS. Q8C6L5. recombinant cGAS, Kinase-Glo ATP depletion luminescence. inhibition, % at 12.5 µM. 160,000 tested, 0.15% active;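 also: 0% = negative control wells and 100% = reference inhibitor with no enzyme activity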
# NPYLR7 ag = mosquito NPYLR7 agonism. 270,000 tested, 0.15% active. HEK293T NPYLR7/Galpha15, GCaMP6s calcium fluorescence. activation, % at 10 µM; in the data active = activation above about 40%;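 also: 0% = vehicle and 100% = reference agonist at the receptor; some compounds past the cut are filed as inactive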
# Starred values were filed as active, the others as inactive; . = no result given; & = joins results of further samples. Rule as the data show it, unless noted: active = inhibition above about 40%; inactive = the rest. Hits appear at their usual frequency; about 0.29% have a hit in one of these screens.
SMILES,hcGAS inh,mcGAS lum,NPYLR7 ag
CCc1cnc(C)nc1-c1cccc(C)c1C,1,-1,-6
COc1ccc(NC(=O)CN2C[C@@H](C)O[C@@H](C)C2)cc1NC(=O)c1ccccc1,-8,.,17
CCOC(=O)C1CCCN(C(=O)c2nn(-c3ccccc3F)c(=O)n(Cc3cccc(Cl)c3)c2=O)C1 (stereo not given),-9,-7,10
CCOc1ccc(C(=O)NCCc2csc3nc(-c4ccc(OC)cc4)nn23)cc1,-5,-7,3
COc1ccc(S(N)(=O)=O)cc1C(=O)Nc1cccc(C(C)C)c1,-3,.,2
C=CCn1c(SCC(=O)N(C(C)C)C(C)C)nc2sc3c(c2c1=O)CCC(C)C3 (stereo not given),-5,.,4
CC(CN1CCOCC1)NC1CCN(C(=O)NC2CCCCC2)CC1 (stereo not given),-8,-12,-6
COc1c(Br)cc([N+](=O)[O-])cc1Br,-5,.,-11
Cc1ccc(N2CC(c3nc4ccccc4n3C)CC2=O)cc1C (stereo not given),-11,-2,0
COc1cccc(C(=O)NC(Cc2ccccc2)c2nnc(SCc3cccc(C)c3)n2-c2ccc([N+](=O)[O-])cc2)c1 (stereo not given),-8,-5,24
CCc1nnc2c(=O)n(-c3cccc(OC)c3)ccn12,-2,-5,-1
O=C(CN1C(=O)S/C(=C\c2ccc(Cl)cc2)C1=O)NNC(=O)c1ccccc1O,-4,-6,-5
CN(C)CCN(C(=O)CN1C(=O)c2ccccc2C1=O)c1nc2cc3c(cc2s1)OCCO3,2,1,-6
COCCOC(=O)C1=C(C)N(Cc2ccccc2)C(=O)NC1c1ccccc1F (stereo not given),-9,-5,-1
Cc1cc(C)c(Cn2ccnc2CN(Cc2ccco2)C(=O)C2CCCC2)c(C)c1,0,-5,.
CCOc1cccc(CNCC(C)(C)N2CCS(=O)CC2)c1,-8,.,8
COC[C@@]12CC[C@@H](N3CCOCC3)C[C@H]1CCN(C(=O)c1cn(C)nc1C)C2,2,1,.
Cc1cc2c(cc1C)NC(CC(N)=O)C(=O)N2 (stereo not given),-6,.,-1
CC1CC(C)CN(CC(=O)N2CCN(S(=O)(=O)c3ccc(F)c(F)c3)CC2)C1 (stereo not given),-7,-7,3
CC(C)C(=O)NCCN1CCOCC1,11,-1,.
COc1ccc(OC)c(NC(=O)C2(C)CCN2Cc2ccc(C)cc2)c1 (stereo not given),-7,.,5
O=C(NC(c1ccc(F)cc1)c1ccc2ccccc2n1)C1CCN(CCc2c[nH]c3ccccc23)CC1 (stereo not given),-4,-3,-6
CCOc1ccc(OCCN2C(=O)CSC2c2ccc(NC(C)=O)cc2)cc1 (stereo not given),-3,.,2
CC(C)Nc1ncccc1C(=O)NCC1CCCCC1,-3,-5,14
O=C(NCC(F)(F)F)c1ccc(-n2cc(Br)cn2)cc1,-1,.,0
Cc1cc(C(F)(F)F)nc(CCn2ccnc2-c2sccc2C)n1,-2,-11,-4
Cc1nc2n(n1)C(=O)C(C(c1ccc([N+](=O)[O-])cc1)N1CCN(Cc3ccccc3)CC1)S2 (stereo not given),-8,.,-1
O=C(OCCN1CC([N+](=O)[O-])([N+](=O)[O-])CCC1=O)c1ccccc1,-4,-8,-13
O=C(NCc1ccc2c(c1)OCO2)C1COC2(CCCCC2)N1C(=O)c1cccc(Cl)c1 (stereo not given),-6,-4,24
CC(C)c1ccc(CC(=O)NCC2(C)CCN(C)C2)cc1 (stereo not given),1,.,12
COc1ccc(NC(=O)N2CCC3(CC2)C(=O)N(CC(=O)N2CCCC2)CN3c2ccccc2)c(OC)c1,-5,-2,-2
CN1CCN(S(=O)(=O)c2ccc(N3CCCC3c3ccc4c(c3)OCCO4)nc2)CC1 (stereo not given),6,.,-4
Cn1c2ccccc2c2cc(C3=NN(c4ccccc4)C(c4ccccc4)C3)ccc21 (stereo not given),-2,0,-4
Cc1ccccc1-n1nc(C)c(C(=O)NC2CC2)c1C(C)C,3,-1,2
CCC(C)N(Cc1ccc(OS(=O)(=O)CC)cc1)C(=O)COC (stereo not given),-10,-5,21
CC(C)c1cc(CN2CCN(C3CCCCC3)C(CCO)C2)[nH]n1 (stereo not given),-9,.,4
Cc1nn(CN(CC2CC2)C2CC2)c(C)c1Br,-3,.,4
O=C(C1=C(O)C(=O)N(CCCn2ccnc2)C1c1ccco1)c1ccco1 (stereo not given),0&-5,.,1&2
COc1ccc(-c2noc(-c3c(SC)nn(CC(=O)Nc4ccc(C)cc4C)c3N)n2)cc1,1,-1,1
Cc1cccc2nc(-c3ccc4c(c3)OCO4)c(NC3CCCCC3)n12,-6,-7,-3
COc1ccccc1-n1c(C)c(C)n2c3c(=O)n(CC(C)=O)c(=O)n(C)c3nc12,0,.,-2
CC(=O)C(C#N)(CC(=O)NC1CCS(=O)(=O)C1)c1c(Cl)cccc1Cl (stereo not given),4,.,-1
COc1ccc(/C=C/c2ccccc2)cn1,-6,.,2
NC(=NOC(=O)c1ccccc1-c1ccccc1)c1ccncc1,-7,.,-14
Cc1ccc(CC2(Cc3ccc(C)cc3)C(=O)OC(C)(C)OC2=O)cc1,-19,-7,-1

# Compounds shown so far that contain a thiophene ring, fused or not (2):
SMILES,hcGAS inh,mcGAS lum,NPYLR7 ag
C=CCn1c(SCC(=O)N(C(C)C)C(C)C)nc2sc3c(c2c1=O)CCC(C)C3 (stereo not given),-5,.,4
Cc1cc(C(F)(F)F)nc(CCn2ccnc2-c2sccc2C)n1,-2,-11,-4

# Reformatted with bars between the fields: part of the list above
mol | hcGAS inh | mcGAS lum | NPYLR7 ag
CCOc1ccc(OCCN2C(=O)CSC2c2ccc(NC(C)=O)cc2)cc1 (stereo not given) | -3 | . | 2
CC(C)Nc1ncccc1C(=O)NCC1CCCCC1 | -3 | -5 | 14
O=C(NCC(F)(F)F)c1ccc(-n2cc(Br)cn2)cc1 | -1 | . | 0
Cc1cc(C(F)(F)F)nc(CCn2ccnc2-c2sccc2C)n1 | -2 | -11 | -4
Cc1nc2n(n1)C(=O)C(C(c1ccc([N+](=O)[O-])cc1)N1CCN(Cc3ccccc3)CC1)S2 (stereo not given) | -8 | . | -1
O=C(OCCN1CC([N+](=O)[O-])([N+](=O)[O-])CCC1=O)c1ccccc1 | -4 | -8 | -13
O=C(NCc1ccc2c(c1)OCO2)C1COC2(CCCCC2)N1C(=O)c1cccc(Cl)c1 (stereo not given) | -6 | -4 | 24
CC(C)c1ccc(CC(=O)NCC2(C)CCN(C)C2)cc1 (stereo not given) | 1 | . | 12
COc1ccc(NC(=O)N2CCC3(CC2)C(=O)N(CC(=O)N2CCCC2)CN3c2ccccc2)c(OC)c1 | -5 | -2 | -2
CN1CCN(S(=O)(=O)c2ccc(N3CCCC3c3ccc4c(c3)OCCO4)nc2)CC1 (stereo not given) | 6 | . | -4
Cn1c2ccccc2c2cc(C3=NN(c4ccccc4)C(c4ccccc4)C3)ccc21 (stereo not given) | -2 | 0 | -4
Cc1ccccc1-n1nc(C)c(C(=O)NC2CC2)c1C(C)C | 3 | -1 | 2
CCC(C)N(Cc1ccc(OS(=O)(=O)CC)cc1)C(=O)COC (stereo not given) | -10 | -5 | 21
CC(C)c1cc(CN2CCN(C3CCCCC3)C(CCO)C2)[nH]n1 (stereo not given) | -9 | . | 4
Cc1nn(CN(CC2CC2)C2CC2)c(C)c1Br | -3 | . | 4
O=C(C1=C(O)C(=O)N(CCCn2ccnc2)C1c1ccco1)c1ccco1 (stereo not given) | 0&-5 | . | 1&2
COc1ccc(-c2noc(-c3c(SC)nn(CC(=O)Nc4ccc(C)cc4C)c3N)n2)cc1 | 1 | -1 | 1
Cc1cccc2nc(-c3ccc4c(c3)OCO4)c(NC3CCCCC3)n12 | -6 | -7 | -3
COc1ccccc1-n1c(C)c(C)n2c3c(=O)n(CC(C)=O)c(=O)n(C)c3nc12 | 0 | . | -2
CC(=O)C(C#N)(CC(=O)NC1CCS(=O)(=O)C1)c1c(Cl)cccc1Cl (stereo not given) | 4 | . | -1

# Further compounds.
SMILES,hcGAS inh,mcGAS lum,NPYLR7 ag
CCN(CC)C(=O)C1CCCN(C(=O)CCC2(Cc3cccc4ccccc34)CCC(=O)N2)C1 (stereo not given),-8,-26,5
Cc1[nH]c(C(C)(C)C)nc(=S)c1C(=O)N1CCN(C2CCC2)CC1,3,.,2
Cc1c(C2=NNC(=CN3C(=O)NC(C)C3=O)O2)oc2ccccc12 (stereo not given),-18,.,5
Cc1ccc2nc(SCc3ccc(Cl)cc3Cl)nc(=O)n2c1,-10,-8,2
O=C1COc2ccc(C(=O)CSc3n[nH]c(=O)n3Cc3ccccc3)cc2N1,-4,-15,-3
CCN(CC)Cc1cnc2c(C(=O)N3CCCC3c3nccs3)cnn2c1 (stereo not given),2,-15,.
CCC(C(=O)N1CCN(C(C(=O)N(C)Cc2ccco2)C2CCCC2)CC1)c1ccccc1 (stereo not given),-6,-5,11
CCC1(c2ccccc2)NC(=O)N(Cc2coc(-c3cccs3)n2)C1=O (stereo not given),-10,-7,6
C=CCNc1nc(-c2cc(C)n(C3CC3)c2C)cs1,-9,.,3
CC1CCCN(C(=O)C2CCC(Cn3c(=O)[nH]c4ccsc4c3=O)CC2)C1 (stereo not given),-3,.,3
Cc1ccc(C(=O)OCCn2ccnc2)cc1,-1,.,4
c1ccc(N=c2oc3ccc4ccccc4c3cc2-c2nc3ccccc3[nH]2)cc1,-5,-4,2
CCCCC(CC)C(=O)N(Cc1ccc(OS(C)(=O)=O)cc1)Cc1ccco1 (stereo not given),-5,-5,3
CCc1nc2c(OCc3ccc(Cl)cc3Cl)cccn2c1N(C)C(=O)c1ccco1,2,2,-13
COc1cc(Br)cc(/C=C2/NC(=S)NC2=O)c1O,1,14,16
O=C(c1cnc(-c2cccnc2)nc1)N1CCO[C@@H]2CCCC[C@H]21,-1,.,2
O=C(CCl)N(CC(F)(F)F)c1ccc(Cl)cc1,-7,.,4
CCCCN(CC(=O)N1c2ccccc2-n2cccc2C1c1ccc(F)cc1)C(=O)c1ccccc1OC (stereo not given),-3,-3,2
COc1ccc(C2=NOC(CN(Cc3cccc(Cl)c3)C(=O)C3CCCC3)C2)cc1OC (stereo not given),2,-3,-1
O=C(/C=C/c1ccccc1Cl)NCc1cccc(-c2ncc(-c3ccc(F)cc3)[nH]2)c1,2,2,-7
Cc1ccc2nc(Cn3nc(C4CCNCC4)n(Cc4ccccc4)c3=O)cn2c1,2,-1,-8
Cc1cc(Oc2ccccc2Cl)nc(SCc2ccccc2Cl)n1,-5,-6,11
COc1ccc2sc(SCc3ccc(C(=O)N4C5CCC4CC(Oc4ccccc4C(C)C)C5)cc3)nc2c1 (stereo not given),-18,-8,6
COc1cc2c(cc1OC)C1=CC3(C(=O)Nc4c(C)cccc43)C(C#N)C(=N)N1CC2 (stereo not given),11,.,8
Cc1nnsc1CN(C)C(=O)c1cc(CC(C)C)nn1C,-4,.,-5
CC(C)Cn1nnnc1SC1CCCN(C(C)C)C1=O (stereo not given),-8,.,5
O=C(NC1CCCN(Cc2ccccc2)C1)c1cn(Cc2ccccc2F)nn1 (stereo not given),-9,.,12
CCOc1c(C=C(C#N)C#N)c2ccccc2n1CC,0,.,-8
CC(C)CC(NC(=O)c1cn(C)c2ccccc12)c1nnc2n1CCNCC2 (stereo not given),-2,.,7
CCOC(=O)c1cccc(NC(=O)NCCCN(C)c2ccccc2)c1,-1,1,-4
COc1cccc(CNC(=O)CCC2CCCN(C(=O)c3ccc4cccc(F)c4n3)C2)c1 (stereo not given),-7&-11,-15,5&18
Cc1ccc(NC(=O)C2CC2)cc1NCC(=O)NC(C)c1ccc(F)cc1 (stereo not given),0,.,1
Cc1nc(-c2cccc(F)c2)nc(N2CCN(C(=O)c3cccc([N+](=O)[O-])c3)CC2)c1Cc1ccccc1,-11,-9,.
Cc1cc(NC(=O)C(C)OC(=O)CC23CC4CC(CC(O)(C4)C2)C3)no1 (stereo not given),-2,.,8
CCOC(=O)c1cnc(SC)nc1N1Cc2cnn(CCO)c2C1,-5,-11,0
Cc1ccc(C(C2Sc3nc(-c4ccco4)nn3C2=O)N2CCC(O)CC2)cc1 (stereo not given),-5,-8,3
CCN(CCN1C(=O)CSC1c1ccccc1C)C(=O)COC (stereo not given),-4,-3,21
O=C(Nc1ccc(-c2ccccc2)cc1)N[C@@H](Cc1ccccc1)C(=O)N1CCC(C(=O)N2CCCCC2)CC1,-5,-7,35
Cc1ccc(-n2c(SCc3ccc(C(=O)N4CCOCC4)cc3)nnc2-c2ccc([N+](=O)[O-])cc2)cc1,-7,-3,-2
CCCCCc1ccc(C(=O)N2CCN(c3nc(C)nc(C)c3Cc3ccc(F)cc3)CC2)cc1,-5,-5,-4
Cc1nn(Cc2ccccc2)c(C)c1C(=O)N1CCc2ccccc2C1,0,.,-1
O=C1CN(NC(=O)CCCC2CCCCC2)C(=O)N1,-6,.,6
O=C(CN1C(=O)c2cccc([N+](=O)[O-])c2C1=O)Nc1ccc(Br)cc1,-5,-7,-6
C=CCOC(=O)C1=C(C)N(C)C(=O)NC1c1cc(OC)ccc1OC (stereo not given),-3,-3,1
Cc1nn(C)c(C)c1CC(=O)NCCNC(=O)c1ccc(C(F)(F)F)cc1,-2,.,-1
Oc1c(N=Nc2ccc3c(c2)OCCO3)sc2ccccc12,-5,.,1
Cc1ccc(C2SCCN2S(C)(=O)=O)cc1 (stereo not given),-2,.,5
CCn1c(N2CCN(Cc3ccc(C)cc3)CC2)nc2c1c(=O)[nH]c(=O)n2C,-1,.,-2
CC(NC(=O)c1ccc2nc[nH]c2c1)c1ccc(Cl)cc1Cl (stereo not given),-5,.,11
CC(=O)c1c(C)nn(CC(=O)N(C)Cc2ccc(C)o2)c1C,-2,-17,3
Cc1ccc(/C=C/C2=NC(=C\C=C\c3ccccc3)/C(=O)O2)cc1,-5,.,0
CC1CCCN(C(=O)COC(=O)c2ccc(=O)n(Cc3ccccc3)n2)C1 (stereo not given),-5,.,-1
CN(C(=O)CNC(=O)NC1CCCCC1)C(c1ccccc1)c1ccccn1 (stereo not given),-6,.,8
CCc1cc(CN(C)C2CCN(C(C)=O)CC2)on1,1,.,-1
